phage Ecoli inh = growth loss of phage-infected E. coli, primary screen, RecBCD inhibitor project, absorbance, with phage, HTS; inhibition, % at 11.9 µM; 360,000 compounds, 0.26% hits; AID 651602, 2012; in the data active = inhibition above about 11%
E coli growth = E. coli V3065 growth inhibition, primary screen, counter-screen for AddAB inhibitor project, absorbance, OD600; inhibition, % at 11.9 µM; AID 449728, 2010; 330,000 compounds, 0.27% hits; 18 h;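 active = inhibition above the campaign's mean inhibition across all tested compounds plus 3 SD, cut at about 9.9% in these data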;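 note: uninfected addAB+ strain grown without phage in ampicillin broth; 0% = DMSO wells and 100% = ciprofloxacin 0.95 µg/ml wells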
Wnt bcat act = Wnt/beta-catenin pathway activators, primary screen, cell-based, plate reader, single point; activation, % at 9.35 µM; Wnt/beta-catenin reporter cell assay, activator; 300,000 compounds, 1.2% hits; in the data active = activation above about 30%, passing the limit was not always enough;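 note: 0% = neutral control wells and 100% = positive control wells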
AddAB inh = growth inhibition of E. coli expressing H. pylori AddAB, primary screen, AddAB inhibitor project, absorbance; inhibition, % at 11.9 µM; 330,000 compounds, 0.29% hits; in the data active = inhibition above about 12%;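 note: 0% = vehicle wells of infected cells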
PfHsp90 set2 = growth inhibition of PfHsp90-expressing yeast, primary screen, antimalarial PfHsp90 inhibitor project, S. cerevisiae, BacTiter-Glo luminescence, single point, set 2 | AID 504621, 2011 | inhibition, % at 9.4 µM | BacTiter-Glo ATP, 48 h; yeast lacking PDR1 and PDR3 efflux regulators | 310,000 compounds, 0.32% hits;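 active = every replicate shows inhibition above about 80%, whatever the replicate mean, limit read from the data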;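 note: 0% = DMSO neutral controls and 100% = 20 µM radicicol positive controls; yeast relying on Plasmodium falciparum Hsp90 in place of its own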
CAL PDZ inh = CAL PDZ peptide-binding inhibitors, primary screen, biochemical, fluorescence polarization, Cer-tagged CAL PDZ, HTS | 330,000 compounds, 0.02% hits | inhibition, % at 20 µM | AID 504414, 2011 | purified CAL PDZ, TMR-peptide fluorescence polarization, 1 h;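 active = highest replicate inhibition of at least 40%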;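 note: plate controls were DMSO neutral control wells for no effect and unlabeled competitor peptide control wells for full effect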
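material = purified tagged CAL PDZ domain construct (CerCALP) | buffer or medium = sodium phosphate/NaCl buffer pH 7.4 with TCEP, IgG, Thesit | reagent = TMR-labelled reporter peptide T*-PRC34 bound in PDZ groove | incubation = 1 h room-temperature incubation prior to read | measured by = fluorescence polarization (mP) | evaluation = percent inhibition from loss of millipolarization | control set = unlabelled peptide and DMSO controls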
DAGLB inh = DAGLB lipase inhibitors, primary screen, biochemical, fluorescence, HTS | Diacylglycerol lipase-beta (Homo sapiens), Q8NCG7 | HEK293T DAGLB membrane lysate, EnzChek fluorogenic substrate | inhibition, % at 5.17 µM | 340,000 compounds, 0.059% hits; in the data active = inhibition above about 34%;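 note: 0% = enzyme with vehicle and 100% = wells lacking enzyme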
Target sequence (Q8NCG7 whole entry, looked up): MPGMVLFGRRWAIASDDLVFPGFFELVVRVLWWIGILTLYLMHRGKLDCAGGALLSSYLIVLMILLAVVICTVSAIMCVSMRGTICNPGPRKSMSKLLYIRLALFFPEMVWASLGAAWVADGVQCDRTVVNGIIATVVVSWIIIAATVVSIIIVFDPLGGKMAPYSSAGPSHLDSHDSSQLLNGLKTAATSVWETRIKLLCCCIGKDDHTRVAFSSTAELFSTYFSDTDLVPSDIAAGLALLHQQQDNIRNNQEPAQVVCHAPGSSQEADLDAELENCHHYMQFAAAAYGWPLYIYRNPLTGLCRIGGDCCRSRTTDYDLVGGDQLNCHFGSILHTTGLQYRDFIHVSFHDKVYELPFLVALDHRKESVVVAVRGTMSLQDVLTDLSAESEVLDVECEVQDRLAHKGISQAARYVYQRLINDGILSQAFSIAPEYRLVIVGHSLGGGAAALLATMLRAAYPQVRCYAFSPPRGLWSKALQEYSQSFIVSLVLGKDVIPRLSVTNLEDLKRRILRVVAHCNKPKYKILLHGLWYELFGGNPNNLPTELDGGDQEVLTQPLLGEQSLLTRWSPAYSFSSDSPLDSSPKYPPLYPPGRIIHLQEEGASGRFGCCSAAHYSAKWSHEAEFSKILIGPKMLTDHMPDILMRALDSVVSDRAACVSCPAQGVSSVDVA
Tat transport = E. coli Tat export inhibitors, primary screen, MC4100, TorA-mCherry reporter, fluorescence, single point | inhibition, % at 10 µM | 340,000 compounds, 0.036% hits | AID 488895, 2010;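 active = mean replicate inhibition at least 50% and at least half of replicates individually reaching 50%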;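 note: exported cargo escapes ClpAP degradation while cytoplasmic cargo is degraded and loses fluorescence; 0% = median of neutral control wells and 100% = median of NaSCN control wells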
Rtt109 HAT inh = inhibitors of C. albicans Rtt109/Vps75 HAT, primary screen, biochemical, ThioGlo CoA-SH fluorescence, plate reader; Histone acetyltransferase RTT109 (Candida albicans (strain SC5314 / ATCC MYA-2876)), …; purified Rtt109/Vps75, 4 h; inhibition, % at 34.9 µM; 330,000 compounds, 0.16% hits; AID 540336, 2011;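 active = inhibition of at least 50% in every replicate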
Target sequence (Q5AAJ8 whole entry, looked up): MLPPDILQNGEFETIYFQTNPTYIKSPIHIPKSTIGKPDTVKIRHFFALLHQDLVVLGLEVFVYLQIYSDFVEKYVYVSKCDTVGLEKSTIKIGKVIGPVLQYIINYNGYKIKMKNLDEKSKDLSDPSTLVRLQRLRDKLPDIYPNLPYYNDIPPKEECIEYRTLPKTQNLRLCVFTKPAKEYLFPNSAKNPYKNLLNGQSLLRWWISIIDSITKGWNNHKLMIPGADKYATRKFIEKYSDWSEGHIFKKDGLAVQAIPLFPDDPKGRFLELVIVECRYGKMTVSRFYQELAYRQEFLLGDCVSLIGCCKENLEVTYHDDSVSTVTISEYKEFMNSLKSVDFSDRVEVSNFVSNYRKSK
PvdQ inh = P. aeruginosa PvdQ acylase inhibitors, primary screen, biochemical, fluorescence, plate reader and imaging, single point. purified PvdQ acylase. inhibition, % at 10 µM. 340,000 compounds, 0.063% hits; in the data active = inhibition above about 30%, passing the limit was not always enough;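 note: 0% = vehicle neutral wells and 100% = reference inhibitor wells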
* = called active by the depositor; . = no result given.

SMILES	phage Ecoli inh	E coli growth	Wnt bcat act	AddAB inh	PfHsp90 set2	CAL PDZ inh	DAGLB inh	Tat transport	Rtt109 HAT inh	PvdQ inh
O=C(NCc1ccccn1)c1cnc2sccn2c1=O	1.4	1.5	-2	-2.0	6	.	-2	-4	1	-11
Cc1ccc(CSc2ccc(C(=O)N3CCOCC3)cc2[N+](=O)[O-])cc1	2.0	-1.8	-1	-0.3	.	-2.5	-2	-13	-15	-10
NC(=O)CSC1=Nc2ccccc2C2=NC(c3ccccc3)C(=O)N12 (stereo not drawn)	4.0	3.0	-9	0.4	-6	-2.4	1	-1	10	12
Cc1noc(/C=C/c2ccco2)c1S(=O)(=O)N1CCC(C(=O)NC(C)c2ccccc2)CC1 (stereo not drawn)	3.5	-0.1	-4	0.2	-7	-0.4	0	6	-2	4
O=C(Nc1ccc(Cl)cn1)c1ccc(Oc2ccccc2)cc1	2.0	0.9	15	2.5	5	-2.6	-11	-2	-9	-1
Cc1ccccc1NC(=O)C1CCCN1/C=C/C(=O)C(F)(F)F (stereo not drawn)	2.0	-2.0	-3	1.5	2	-0.3	1	1	-2	8
Cc1cc(N2CCCC2=O)cc(C)c1S(=O)(=O)NCCOc1ccc(C(C)(C)C)cc1	1.7	-0.9	3	-2.6	4	-1.6	-2	17	4	-6
O=C(CSc1ccc(-c2ccccn2)nn1)N1CCc2ccccc21	7.0	3.5	0	2.3	13	-0.6	0	0	-8	-5
O=c1[nH]c(-c2ccccc2)nc2sc(-c3ccccc3)cc12	-1.4	0.6	23	2.6	.	-0.7	-1	-10	-23	-13
O=C(CCS(=O)(=O)c1cc(Br)cc2c1N(C(=O)C1CC1)CC2)NCc1ccco1	1.4	.	-2	.	-27	-1.0	-1	-3	13	-14
CCOc1ccccc1NC(=O)CSc1nccn1-c1ccccc1	1.0	0.2	1	5.0	30	-1.3	-4	7	-4	-1
Cc1nc(C)c(/C(O)=C\c2nc3ccc([N+](=O)[O-])cc3oc2=O)o1	1.5	-2.5	5	-2.0	.	.	.	.	.	.

Another view of 4 compounds above:
> O=C(NCc1ccccn1)c1cnc2sccn2c1=O
  phage Ecoli inh: 1.4; E coli growth: 1.5; Wnt bcat act: -2; AddAB inh: -2.0; PfHsp90 set2: 6; CAL PDZ inh: .; DAGLB inh: -2; Tat transport: -4; Rtt109 HAT inh: 1; PvdQ inh: -11
> Cc1ccc(CSc2ccc(C(=O)N3CCOCC3)cc2[N+](=O)[O-])cc1
  phage Ecoli inh: 2.0; E coli growth: -1.8; Wnt bcat act: -1; AddAB inh: -0.3; PfHsp90 set2: .; CAL PDZ inh: -2.5; DAGLB inh: -2; Tat transport: -13; Rtt109 HAT inh: -15; PvdQ inh: -10
> NC(=O)CSC1=Nc2ccccc2C2=NC(c3ccccc3)C(=O)N12 (stereo not drawn)
  phage Ecoli inh: 4.0; E coli growth: 3.0; Wnt bcat act: -9; AddAB inh: 0.4; PfHsp90 set2: -6; CAL PDZ inh: -2.4; DAGLB inh: 1; Tat transport: -1; Rtt109 HAT inh: 10; PvdQ inh: 12
> Cc1noc(/C=C/c2ccco2)c1S(=O)(=O)N1CCC(C(=O)NC(C)c2ccccc2)CC1 (stereo not drawn)
  phage Ecoli inh: 3.5; E coli growth: -0.1; Wnt bcat act: -4; AddAB inh: 0.2; PfHsp90 set2: -7; CAL PDZ inh: -0.4; DAGLB inh: 0; Tat transport: 6; Rtt109 HAT inh: -2; PvdQ inh: 4

(list continues)
SMILES	phage Ecoli inh	E coli growth	Wnt bcat act	AddAB inh	PfHsp90 set2	CAL PDZ inh	DAGLB inh	Tat transport	Rtt109 HAT inh	PvdQ inh
NC(=O)C1CCCN(C(=O)c2ccc(Cl)cc2)C1 (stereo not drawn)	3.9	-1.4	0	1.5	34	-0.3	0	-4	-2	8
Cc1ccc(CNC(=O)c2ccc3c(=O)c(O)c(-c4ccc(C)cc4)[nH]c3c2)cc1	17*	20*	-5	17*	23	-0.3	12	3	-7	9
CCn1c(/N=C/c2ccccc2O)nc2ccccc21	2.1	1.8	15	2.8	-3	-0.2	0	-4	3	1
CCOC(=O)c1ccc(NC(=O)CSc2nnc(CNC(=O)c3ccco3)o2)cc1	4.6	1.6	0	4.4	0	-1.2	1	7	-3	7
Cn1c(-c2cccc([N+](=O)[O-])c2)cnc1NCc1cccc([N+](=O)[O-])c1	3.3	3.8	-1	5.5	-8	-8.3	6	5	8	-3
O=C(Nc1ccccc1C(F)(F)F)c1cc(-c2ccc(O)cc2)on1	2.8	-1.6	.	1.7	-11	-1.4	-4	2	-3	-4
Cc1ccc(-n2nc3c(=O)n(CCCC(=O)N4CCC(C)CC4)nc(C)c3c2C)cc1	1.5	0.1	-3	2.3	-23	-2.7	0	6	12	-14
COc1cccc(-c2c(C#N)c(N)nc3c2c(C)nn3-c2ccccc2)c1O	-0.9	0.8	1	2.2	-3	-0.8	-1	-5	5	6
Nn1c(Cc2cccc3ccccc23)nnc1SC1CCOC1=O (stereo not drawn)	2.2	1.4	-3	0.4	13	0.0	-1	-2	-3	-18
COCCCNC(=O)C1CCCN(S(C)(=O)=O)C1 (stereo not drawn)	3.4	0.3	-2	4.8	-8	0.0	1	-8	-11	-6
CCCCSc1nnc(-c2ccc(C)cc2)c2ccccc12	-1.0	4.0	-1	3.1	-12	-1.3	-14	5	3	-8
Cc1ccccc1Nc1cc(C(=O)NCc2ccco2)c2ccccc2n1	1.5	-2.1	-3	7.7	8	0.2	-2	6	3	-11

Arranged by molecular weight (low to high): 3 of the compounds above.
SMILES	phage Ecoli inh	E coli growth	Wnt bcat act	AddAB inh	PfHsp90 set2	CAL PDZ inh	DAGLB inh	Tat transport	Rtt109 HAT inh	PvdQ inh
O=C(Nc1ccc(Cl)cn1)c1ccc(Oc2ccccc2)cc1	2.0	0.9	15	2.5	5	-2.6	-11	-2	-9	-1
O=C(Nc1ccccc1C(F)(F)F)c1cc(-c2ccc(O)cc2)on1	2.8	-1.6	.	1.7	-11	-1.4	-4	2	-3	-4
NC(=O)CSC1=Nc2ccccc2C2=NC(c3ccccc3)C(=O)N12 (stereo not drawn)	4.0	3.0	-9	0.4	-6	-2.4	1	-1	10	12

More results.
SMILES	phage Ecoli inh	E coli growth	Wnt bcat act	AddAB inh	PfHsp90 set2	CAL PDZ inh	DAGLB inh	Tat transport	Rtt109 HAT inh	PvdQ inh
C=CCn1c(SCC(=O)c2ccc(O)c(O)c2)nnc1-c1cccnc1	-2.8	-1.9	2	-2.4	-4	0.0	0	6	0	-11
CNc1nc(=S)[nH]c2ccccc12	-0.1	-1.1	2	0.1	12	-1.2	-1	-5	1	-5
O=C(Nc1ccc(S(=O)(=O)Nc2ncccn2)cc1)C12CC3CC(CC(C3)C1)C2	0.7	-0.7	11	1.1	10	-2.7	2	-3	8	-20
COC(=O)c1cc(Cl)c(NC(=O)c2ccco2)cc1OC	3.0	0.4	.	3.9	-18	-0.5	-4	-3	1	-8
COCCn1c(Cc2cccn2C)nnc1SCC(=O)NCc1ccc2c(c1)OCO2	2.3	-3.6	-9	0.7	5	-2.1	1	-4	-2	-14
N#CC(CCc1ccccc1[N+](=O)[O-])(CCc1ccccc1[N+](=O)[O-])C(N)=O	2.6	.	-6	.	38	-0.1	-2	0	-3	-13
CCOC(=O)N1CCN(C(=O)c2ccc3[nH]c(C)c(C)c3c2)CC1	8.5	-0.4	-1	-0.5	-26	-0.4	2	-3	0	-13
NS(=O)(=O)c1ccc(CNS(=O)(=O)c2cccc3nonc23)cc1	0.2	1.8	1	4.7	.	.	.	.	.	.
COc1ccc(NS(=O)(=O)c2ccc(O)c(C(=O)OCC(=O)NC3CCCCC3)c2)cc1	0.0	-1.9	2	1.4	-6	-0.8	4	-2	-10	-10
C[C@H]1CN=C(N(C)C)N1CC1CCCCC1	1.2	-0.3	-2	1.6	5	-0.1	-2	-3	-12	-1
COc1ccc(S(=O)(=O)N2CCCC2CNC(=O)C(=O)NC2CCCCCC2)cc1 (stereo not drawn)	-1.0	-0.8	0	-0.5	-10	-0.3	0	1	-2	-13
Cc1cccc(N(CC(O)CN2CCCC2)S(=O)(=O)c2ccccc2)c1 (stereo not drawn)	0.1	-1.8	-2	2.6	4	0.1	0	-6	0	-8
COc1ccc(N(CC(=O)NC(C)(C)C)C(=O)c2ccco2)cc1	1.2	0.8	-1	3.3	-14	-0.8	2	-2	-5	-6
CCCOc1ccc(Cc2nn[nH]n2)cc1	3.3	-1.0	.	2.6	14	-0.5	-1	6	-11	-2
CCOC(=O)c1ccc(NC(=O)NC2CC3CCC(C2)N3C(=S)NC)cc1 (stereo not drawn)	-0.5	1.1	0	2.0	32	-0.5	0	9	3	-18
CCN(CC)S(=O)(=O)c1ccc2c(c1)nc(CCC(=O)O)n2CC	4.5	0.2	-1	2.9	4	-2.3	2	-4	-2	-3
O=C(O)CCCC(=O)Nc1ccc(Oc2cccc(C(F)(F)F)c2)nc1	1.2	1.8	2	4.0	.	.	.	.	.	.
CC(C)(C)C(=O)O/N=C(\N)c1ccc([N+](=O)[O-])s1	3.0	-1.8	10	5.0	-5	-0.4	-4	-2	-4	-2
Cc1cc(S(=O)(=O)Nc2ccc(C(=O)NCc3ccncc3)cc2)ccc1F	2.4	-1.2	-4	2.1	-7	-1.2	-3	4	-6	-12
CCN1C[C@@H]2[C@@H]3C(=O)N(C)C(=O)[C@@H]3[C@](Cc3ccccc3)(C1=O)N2C(=O)c1ccc(Br)cc1	0.9	.	-2	.	8	-0.4	-1	-8	-7	-11
O=C(NN=C1CCCCCC1)NC1CCCCC1	3.1	2.0	-4	4.6	-86	-2.1	0	-2	-4	-15
C=CCNC(=S)NNC(=O)c1csc(C)c1CC	-0.7	-1.3	.	0.8	0	0.0	1	-9	-9	-5
Cc1ccc(NC(=O)CSc2nnc(C)c(=O)[nH]2)cc1C	5.0	-2.2	0	-1.4	-18	-2.4	-1	1	2	-14
COc1ccccc1NC(=O)CCN1C(=O)/C(=C/c2cc(OC)c(OC)c(OC)c2)SC1=S	1.3	1.5	0	2.2	16	1.2	-2	-6	-3	-4
Cc1cc(OCCCCCNCCO)ccc1Cl	0.9	2.0	.	2.6	2	-3.2	0	-5	-1	-11
CC(NC(=O)CN(c1ccc(F)cc1)S(C)(=O)=O)c1ccccc1 (stereo not drawn)	0.6	-0.8	0	0.7	3	1.2	1	-8	1	-2
CCOC(=O)C1(Cc2cccc(OC)c2)CCCN(CCO)C1 (stereo not drawn)	-1.2	-1.7	-1	3.7	5	.	0	2	-4	-18
Cn1nc(-c2ccc(C(=O)Nc3ccc(F)cc3)cc2)c2ccccc2c1=O	.	-0.8	.	0.3	-16	-1.7	.	-5	5	9
COc1ccc(-c2nnc(SCc3ccccc3F)o2)cc1	4.3	2.2	.	4.6	.	-0.4	-13	13	-1	-24
CCOCC(=O)Nc1c(C(=O)Nc2ccc3c(c2)OCCO3)oc2ccccc12	0.9	-0.2	15	1.3	-5	-0.7	-4	10	3	11
CN(C)S(=O)(=O)c1ccc(C(=O)NCC(=O)Nc2ccc(F)c(F)c2)cc1	4.4	1.4	1	1.7	-2	-0.5	-1	-4	-2	-14
